Compound activity: PubChem, several laboratories
MCL1 BIM primary: inhibitors of human MCL1 binding to BIM-BH3 peptide; Q07820; GST-MCL1 / FITC-Bim-BH3 fluorescence polarization; inhibition, % at 10.9 µM; 320,000 compounds, 0.68% hits; AID 2057;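 active = inhibition above the mean inhibition of all tested compounds plus 3 SD, set per campaign, cut at about 40% in these data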;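 note: 0% = DMSO wells and 100% = unlabeled Bim-BH3 peptide control; higher means more loss of mP so more displacement of Bim peptide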
Fam108B counter: counter-screen for RBBP9 inhibitors: inhibitors of mouse Fam108B; inhibition, % at 9.51 µM; recombinant Fam108B, FP-Rh probe fluorescence polarization; 300,000 compounds, 0.33% hits;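 active = inhibition above the screen mean inhibition plus 3 SD, computed separately per campaign, cut at about 18% in these data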;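 note: inhibitors lower polarization as less probe binds the enzyme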
PAFAH1B2 inh: blocks human PAF acetylhydrolase 1b catalytic subunit 2. P68402. recombinant PAFAH1B2, FP-rhodamine activity probe, fluorescence polarization. inhibition, % at 3.39 µM. 340,000 compounds, 1.2% hits;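 active = inhibition above the mean of all tested compounds plus 3 SD, cut at about 24% in these data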;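 note: 0% = enzyme with DMSO and 100% = wells lacking PAFAH1B2; many of its hits are not listed in these tables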
Target sequence (P68402 whole entry, looked up): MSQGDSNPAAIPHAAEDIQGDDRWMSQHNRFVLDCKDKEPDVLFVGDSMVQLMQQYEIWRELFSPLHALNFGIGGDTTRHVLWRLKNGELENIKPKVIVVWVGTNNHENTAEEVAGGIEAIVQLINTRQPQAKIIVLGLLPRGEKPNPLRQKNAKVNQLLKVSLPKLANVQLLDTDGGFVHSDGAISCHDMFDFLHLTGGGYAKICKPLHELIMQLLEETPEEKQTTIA
GLD-1 RNA inh: GLD-1-TGE RNA interaction inhibition (C. elegans) | Q17339 | purified GLD-1 + fluorescein TGE RNA, fluorescence polarization | inhibition, % at 5.96 µM | 320,000 compounds, 0.44% hits | AID 2280;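 active = percent inhibition above a per-plate cutoff, the plate mean of test compounds plus 3 SD, cut at about 30% in these data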;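 note: 0% = DMSO wells with GLD-1 and probe and 100% = wells lacking GLD-1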
Bcl-xL primary: blocks human Bcl-xL binding to Bim BH3 peptide | Q07817 | 320,000 compounds, 0.7% hits | inhibition, % at 10.9 µM | GST-Bcl-xL / FITC-Bim BH3 peptide fluorescence polarization;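 active = inhibition above the mean of all tested compounds plus 3 SD, cutoff set per campaign, cut at about 30% in these data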;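 note: 0% = DMSO wells and 100% = unlabeled Bim-BH3 peptide competitor; inhibitors lower millipolarization by displacing the labeled peptide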
MEX-5 binding: C. elegans MEX-5 TCR-2 RNA binding activity; 300,000 compounds, 0.38% hits; activity score (negative = inhibition of binding), % at 10 µM; Q9XUB2; MEX-5/FITC-TCR2 RNA binding, fluorescence polarization; stronger effect = lower value;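 active = inhibition past about -25% in most replicates, and total fluorescence under double the plate's negative control median, limit read from the data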;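 note: 0% = DMSO and -100% = 5 µM competing unlabeled TCR2 RNA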
Target sequence (Q9XUB2 whole entry, looked up): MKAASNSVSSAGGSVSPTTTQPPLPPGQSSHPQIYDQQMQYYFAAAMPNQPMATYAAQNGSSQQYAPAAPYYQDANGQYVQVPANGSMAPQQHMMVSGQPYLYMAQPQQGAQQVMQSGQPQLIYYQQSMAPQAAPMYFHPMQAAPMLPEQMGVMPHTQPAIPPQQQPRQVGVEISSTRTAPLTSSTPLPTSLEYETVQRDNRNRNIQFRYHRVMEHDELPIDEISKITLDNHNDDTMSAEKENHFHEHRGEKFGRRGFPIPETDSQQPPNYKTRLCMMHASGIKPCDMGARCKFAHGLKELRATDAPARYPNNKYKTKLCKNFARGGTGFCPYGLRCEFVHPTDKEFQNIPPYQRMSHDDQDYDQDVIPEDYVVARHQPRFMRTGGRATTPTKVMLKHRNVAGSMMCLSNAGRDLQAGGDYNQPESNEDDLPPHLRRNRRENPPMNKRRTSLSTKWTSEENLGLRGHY
AHR act: activators of human aryl hydrocarbon receptor. P35869. AHR-responsive luciferase reporter cells, luminescence. activation, % at 5 µM. 320,000 compounds, 2.5% hits. AID 2796; in the data active = activation above about 47%;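 note: 0% = vehicle wells and 100% = reference agonist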
PME-1 inh: blocks human protein phosphatase methylesterase 1; 320,000 compounds, 0.53% hits; recombinant PME-1, FP-Rh probe fluorescence polarization; inhibition, % at 5.9 µM; Q9Y570;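 active = inhibition above the campaign mean of all compounds plus 3 SD, cut at about 26% in these data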;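 note: competitive labeling of PME-1 active site by serine hydrolase directed probe; 0% = PME-1 with DMSO and 100% = wells lacking PME-1 enzyme; inhibitors block probe labeling so polarization falls and inhibition rises; many of its hits are not listed in these tables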
Target sequence (Q9Y570 whole entry, looked up): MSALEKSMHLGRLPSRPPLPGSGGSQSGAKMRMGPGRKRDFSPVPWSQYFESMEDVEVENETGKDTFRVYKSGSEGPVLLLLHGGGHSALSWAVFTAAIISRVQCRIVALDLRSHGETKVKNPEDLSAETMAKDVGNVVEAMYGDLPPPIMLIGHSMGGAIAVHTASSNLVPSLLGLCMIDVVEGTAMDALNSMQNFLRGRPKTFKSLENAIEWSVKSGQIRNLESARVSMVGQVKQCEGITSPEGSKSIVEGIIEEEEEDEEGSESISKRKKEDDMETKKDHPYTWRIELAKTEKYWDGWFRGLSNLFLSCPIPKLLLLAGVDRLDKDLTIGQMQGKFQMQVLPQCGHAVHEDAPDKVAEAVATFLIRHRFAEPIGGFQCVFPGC
pPAFAH inh: inhibitors of human plasma PAF acetylhydrolase (pPAFAH); 330,000 compounds, 1.5% hits; AID 463082; inhibition, % at 3.39 µM; recombinant pPAFAH, FP-rhodamine probe fluorescence polarization;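 active = inhibition above the mean inhibition across the screen plus 3 SD, cut at about 25% in these data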;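 note: inhibitors block binding of the rhodamine activity-based probe so polarization drops; 0% = enzyme with DMSO and 100% = wells lacking pPAFAH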
The depositor's hits bear a star; nt = not tested or not shown. Only part of the results is shown. The share of hits here may be higher or lower than overall.

nr	SMILES	PAFAH1B2 inh	AHR act	pPAFAH inh	MEX-5 binding	MCL1 BIM primary
1	Cc1cnc(Nc2nc3ccccc3o2)nc1C(=O)Nc1cccc(C(F)(F)F)c1	-1	2	5	1.7	3
2	O=C(COc1ccc(Br)cc1)NCCCNC(=O)c1cccnc1	2	2	2	-1.1	2
3	CCOC(=O)C1=C(C)NC(SCC(N)=O)=C(C#N)C1c1ccccc1 (stereo unspecified)	-4	-2	4	-2.9	3
4	CC(C)n1c(SCC(=O)NC2CC2)nnc1C1CC1	1	2	-2	3.4	3
5	COc1cccc(N2CCN(C3CC(=O)N(c4ccc(Cl)cc4)C3=O)CC2)c1 (stereo unspecified)	1	13	4	0.2	3
6	COc1ccc(/C=C/C2=NN(C)C(=O)CC2)cc1	4	6	-2	0.7	0
7	COc1ccc(C)cc1C1=Nc2ccccc2C1(C)C	9	-5	3	2.1	-1
8	O=S(=O)(/N=C(/c1ccccc1)N1CCCCCC1)c1ccccc1	8	3	-2	0.8	6
9	CCC(C)(C)C1CCc2[nH]nc(C(=O)NCc3ccccn3)c2C1 (stereo unspecified)	5	2	5	nt	2
10	CCOC(=O)C1CCCCN1Cc1cn(C)nc1-c1ccccc1F (stereo unspecified)	4	1	1	-4.0	-3
11	CCCn1c(=O)c(C(=O)NCC2CCCO2)c(O)c2ccccc21 (stereo unspecified)	2	13	1	1.0	1
12	CN(C)S(=O)(=O)c1ccc(-c2csc(N/N=C/c3ccco3)n2)cc1	3	0	6	1.8	0

nr	GLD-1 RNA inh	PME-1 inh	Bcl-xL primary	Fam108B counter
1	3	-3	7	1
2	3	8	9	-8
3	2	-4	2	1
4	8	5	3	2
5	2	-4	6	0
6	5	-3	2	1
7	3	3	7	2
8	8	-3	6	-2
9	2	0	-1	-1
10	1	-6	0	-1
11	-3	5	1	1
12	2	16	0	10

Further results follow.
nr	SMILES	PAFAH1B2 inh	AHR act	pPAFAH inh	MEX-5 binding	MCL1 BIM primary
13	CCCCN(C(=O)COC(=O)c1nc2nc(C)cc(C)n2n1)C1CCS(=O)(=O)C1 (stereo unspecified)	1	-1	0	nt	-6
14	CCn1c(SCC(=O)c2cc(OC)ccc2OC)nnc1C1CC1	2	22	-8	1.3	7
15	Cc1cc(C)n(CCc2nc(-c3cc4ccccc4o3)cs2)n1	0	7	-2	1.8	7
16	CCCc1nc2c(s1)CCc1onc(-c3ccc(Cl)cc3)c1-2	9	4	1	1.5	-7
17	COc1ccc(C2(c3ccc(O)cc3O)CC(c3ccccc3Cl)NC(=S)N2)cc1 (stereo unspecified)	-7	2	-12	-6.3	-25
18	Cc1ccc(C(=O)Nc2c(N)nc(SCC(=O)Nc3cc(C)on3)[nH]c2=O)cc1	3	-2	1	0.2	2
19	Cc1ccc(OCc2ccc(C#N)cc2)c(C(=O)c2cc(C#N)c(=O)n(C3CC3)c2)c1	1	-1	-1	-2.3	14
20	O=C(/C=C/c1ccccc1)c1ccc2c(c1)OCCCCO2	4	6	9	1.4	6
21	O=C(CC1SC(=NCC2CCCO2)NC1=O)Nc1cccc2ccccc12 (stereo unspecified)	3	5	-1	-0.9	5
22	C=CCNC(=O)CSc1nc2sc3c(c2c(=O)n1CCCOC)CCC3	5	2	6	-0.6	2
23	O=C(COc1ccccc1)OCC(=O)c1ccc(O)cc1O	7	0	-1	nt	11
24	CCc1nc(-c2ccccc2)c2ccccn12	-2	5	10	-3.1	-1

nr	GLD-1 RNA inh	PME-1 inh	Bcl-xL primary	Fam108B counter
13	-4	5	-7	nt
14	6	-6	6	-3
15	4	-10	-1	-1
16	-1	0	-3	-2
17	0	-11	-18	-12
18	2	1	7	0
19	8	-1	-1	-6
20	0	0	5	-2
21	0	3	7	1
22	4	6	12	-2
23	1	-4	3	nt
24	-1	3	5	4

(more compounds)
nr	SMILES	PAFAH1B2 inh	AHR act	pPAFAH inh	MEX-5 binding	MCL1 BIM primary
25	COc1ccc(C(=O)/C=C/Nc2ccc([N+](=O)[O-])cc2)cc1	-1	-5	2	1.6	-3
26	O=C(CNC(=O)c1cccs1)NCC(=O)OCc1c(F)cccc1Cl	nt	-1	-1	1.0	6
27	CC1(C)C2CCC(C2)C1(C)NC(=O)C[N+](C)(C)C (stereo unspecified)	6	0	4	0.1	-5
28	Cc1ccccc1C(=O)NC(NCC1CCCO1)C(Cl)(Cl)Cl (stereo unspecified)	-3	-1	6	0.0	5
29	O=C(Nc1c(F)c(F)c(F)c(F)c1F)C1CCCCC1	-1	-1	-1	1.4	-1
30	O=C(NCc1ccccc1Cl)C1CCCN(C(=O)Nc2ccc(F)cc2)C1 (stereo unspecified)	1	-1	-4	0.4	-5
31	CCN1CCN(S(=O)(=O)c2ccc(OC)cc2)CC1	-5	-1	5	1.7	5
32	O=C(CN1C(=O)NC2(CCCCCC2)C1=O)c1ccc2c(c1)OCCO2	7	16	3	-2.5	4
33	CC(C)CCN1CCN(CCCc2ccccc2)CC1CCO (stereo unspecified)	-1	0	0	1.5	2
34	CCC(C)(C)n1nnnc1C(c1cc(OC)ccc1OC)N1CCN(Cc2ccccc2)CC1 (stereo unspecified)	2	1	5	-1.6	3
35	CC1(C)CC(=O)C(C2(O)C(=O)Nc3ccccc32)CO1 (stereo unspecified)	4	3	2	nt	0
36	NS(=O)(=O)c1ccc(CNC(=O)c2ccc(Br)o2)cc1	2	1	3	1.0	6

nr	GLD-1 RNA inh	PME-1 inh	Bcl-xL primary	Fam108B counter
25	-1	1	-1	-3
26	-5	5	0	-4
27	4	0	1	-1
28	6	-3	8	-1
29	3	-1	5	1
30	-1	-3	-1	-2
31	8	-2	-1	1
32	7	1	4	0
33	3	-1	3	2
34	6	1	9	-3
35	6	4	8	2
36	5	-1	5	4

(list continues)
nr	SMILES	PAFAH1B2 inh	AHR act	pPAFAH inh	MEX-5 binding	MCL1 BIM primary
37	COc1ccc(N2CCN(C(=O)C3CCN(S(=O)(=O)c4ccccc4)CC3)CC2)cc1	1	-3	-1	-0.8	3
38	CCN(CC(=O)NC(C)C)C(=O)c1ccc(S(=O)(=O)N(C)c2ccccc2OC)cc1	0	3	9	-0.3	0
39	COc1ccccc1NC(=O)c1sc2ncn(CC(=O)N3CCC(C)CC3)c(=O)c2c1C	1	15	8	-1.3	-3
40	Cc1ccnc(N2CCCC(C(=O)Nc3cc(F)ccc3C)C2)n1 (stereo unspecified)	6	1	2	1.2	7
41	O=C(CCC(=O)N1CCCC1)Nc1nnc(C2CCCCC2)s1	0	2	-5	3.0	-9
42	O=C(CSc1nnc(Cn2c(=O)sc3ccccc32)n1CCc1ccccc1)N1CCCC1	9	0	-7	-0.8	-1
43	CC(C)(C)c1ccc(C(=O)N2CCC(C(=O)NC3CCCCCC3)CC2)cc1	7	5	4	0.6	8
44	O=C(C1CCN(S(=O)(=O)c2ccc(Br)cc2)CC1)N1CCOCC1	24	-2	0	1.6	3
45	Cn1ncc([N+](=O)[O-])c1C(=O)N1CCOCC1	6	-2	5	-0.4	1
46	CC(C)(C)S(=O)(=O)c1cnc(-c2cnccn2)nc1N	nt	-2	-1	3.2	1
47	c1ccc([C@H]2CNCCN2CCc2cccc3ccccc23)cc1	-4	11	3	nt	nt
48	CN(Cc1nc(-c2ccccn2)no1)S(=O)(=O)c1ccccc1	3	4	6	nt	2

nr	GLD-1 RNA inh	PME-1 inh	Bcl-xL primary	Fam108B counter
37	-1	19	9	2
38	2	5	0	4
39	0	3	2	0
40	4	6	4	1
41	-4	-2	-8	-1
42	3	3	-2	3
43	10	1	3	0
44	-3	5	5	0
45	-5	3	0	0
46	2	-1	-3	-4
47	-8	nt	nt	nt
48	-1	4	1	-3

Carrying on:
nr	SMILES	PAFAH1B2 inh	AHR act	pPAFAH inh	MEX-5 binding	MCL1 BIM primary
49	COc1ccc(/C=C/C(=O)Nc2ccc(N3CCOCC3)cc2)cc1	-2	-1	2	-1.2	2
50	CCn1c(C)cc(/C=C2/SC(=O)N(C(C)C(=O)OC)C2=O)c1C (stereo unspecified)	3	-5	3	1.1	7
51	CC(C)NS(=O)(=O)c1ccc(NC(=O)C(C)OC(=O)CCC(=O)c2cccs2)cc1 (stereo unspecified)	4	0	6	nt	-20
52	CCOc1ccc(Nc2nc3ccccc3c(=O)s2)cc1	1	0	7	-3.0	4
53	Cc1cc(C(=O)NCc2ccco2)c2ccccc2n1	-3	3	-5	1.0	-3
54	CCOc1cccc(C(=O)Nc2cccc(-c3nnc(-c4ccc(C)cc4)o3)c2)c1	-4	0	0	-0.1	-2
55	O=C(Cc1nn[nH]n1)c1ccccc1O	2	0	0	-4.2	-4
56	Cc1cnc(SCCc2ccncc2)nc1C	nt	23	2	-3.2	23
57	O=C1NN(c2cccc(Br)c2)C(=O)/C1=C\c1ccccc1	15	1	20	-2.1	3
58	COc1ccccc1-c1nc(C#N)c(N2CCCCCC2)o1	6	83*	-1	0.7	-4
59	O=C(Nc1ccc(Cl)cc1)c1cnc(-c2ccccc2)nc1-c1ccccc1	1	18	-3	-2.0	-1
60	CCN(CC(=O)NCc1ccc(Cl)cc1)C(=O)COc1cccc(C(F)(F)F)c1	8	0	1	0.4	0

nr	GLD-1 RNA inh	PME-1 inh	Bcl-xL primary	Fam108B counter
49	0	-3	2	0
50	3	2	4	2
51	1	14	-11	nt
52	0	4	5	-1
53	1	-9	-4	-4
54	11	3	-1	2
55	-9	-3	0	-4
56	-3	0	14	6
57	5	4	7	3
58	0	-8	-3	0
59	3	3	0	-3
60	11	-5	-1	4

With a hit mark in AHR act, of those listed so far:
#	smiles	PAFAH1B2 inh	AHR act	pPAFAH inh	MEX-5 binding	MCL1 BIM primary	GLD-1 RNA inh	PME-1 inh	Bcl-xL primary
58	COc1ccccc1-c1nc(C#N)c(N2CCCCCC2)o1	6	83*	-1	0.7	-4	0	-8	-3

The listing picks up; the 4 compounds before the break are reprinted first.
nr	SMILES	PAFAH1B2 inh	AHR act	pPAFAH inh	MEX-5 binding	MCL1 BIM primary
57	O=C1NN(c2cccc(Br)c2)C(=O)/C1=C\c1ccccc1	15	1	20	-2.1	3
58	COc1ccccc1-c1nc(C#N)c(N2CCCCCC2)o1	6	83*	-1	0.7	-4
59	O=C(Nc1ccc(Cl)cc1)c1cnc(-c2ccccc2)nc1-c1ccccc1	1	18	-3	-2.0	-1
60	CCN(CC(=O)NCc1ccc(Cl)cc1)C(=O)COc1cccc(C(F)(F)F)c1	8	0	1	0.4	0
61	Cc1cccc(NS(=O)(=O)c2cccc(C(=O)NCC(c3ccco3)N(C)C)c2)c1 (stereo unspecified)	2	1	17	1.4	-3
62	CCn1nnc(NC(=O)c2ccc(-c3ccccc3[N+](=O)[O-])o2)n1	-3	1	6	0.1	10
63	COc1cc(NC(=O)CSc2nc(=O)n(CCN3CCOCC3)c3c2CCC3)cc(OC)c1	4	0	1	1.5	5
64	O=C(CSc1cccc2cccc(Cl)c12)NCc1cccs1	2	7	6	-1.1	4
65	CCN(CC)CCCNC(=S)N(CCCO)Cc1cc2cc3c(cc2[nH]c1=O)OCO3	10	4	2	0.9	11

nr	GLD-1 RNA inh	PME-1 inh	Bcl-xL primary	Fam108B counter
57	5	4	7	3
58	0	-8	-3	0
59	3	3	0	-3
60	11	-5	-1	4
61	3	0	3	0
62	3	0	7	0
63	1	3	5	2
64	1	13	4	-3
65	-6	-2	3	-3
